Compound activity from PubChem BioAssay.
Cneo AK release: Cryptococcus neoformans cell lysis inducers, primary screen, AK release luminescence, single concentration; C. neoformans lysis, adenylate kinase release luminescence, 4 h; normalised: neutral wells 0, clomiphene wells 100; lysis activity, % at 15 µM; 0.2% of 360,000 active; AID 651654, 2012;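 active = mean lysis activity across replicates of at least 80%, whatever share of replicates individually reach that level; inactive = mean lysis activity below 80%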
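Assay system: log-phase C. neoformans yeast / Quantity: yeast cell density of 5 × 10^6 cells/mL / Medium: fresh YPD growth medium / Compound: single dose / Timing: static 4 h at 37 °C with compound, 1 h detection / Measured by: adenylate kinase release luminescence / Read-out: lysis from increased AK signal / Benchmarks: Clomiphene as positive lysis control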
FN deposit inh: inhibitors of fibronectin matrix deposition, primary screen, AH1F cells, Alexa488-fibronectin fluorescence, plate reader. AH1F fibroblasts, overnight. inhibition, % at 12.6 µM. 0.086% of 350,000 active;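 active = mean inhibition across replicates of 30% or more, regardless of how many single replicates reach that level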;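 also: positive control wells lacked labelled fibronectin entirely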
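Material – AH1F fibroblast monolayer, labelled fibronectin deposition · Reagent – labelled fibronectin 24 nM · Timing – 1 h adhesion, overnight exposure · Measured by – fluorescence at 485 nm excitation, 525 nm emission · Read-out – inhibition of fibronectin deposition signal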
GSIS activator: GLuc luminescence reporter in INS-1E cells, primary screen for activators of glucose-dependent secretion of insulin; INS-1E GLuc reporter insulin secretion, 2-3 h; activation, % at 16.6 µM; 0.61% of 370,000 active; AID 743287, 2014;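 active = lowest replicate activation of at least 40%, so every replicate reaches that level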;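 also: 0% = median of neutral control wells and 100% = median of IBMX positive control wells; some compounds called inactive have numbers as strong as hits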
miR122 inh: miR-122 Renilla sensor signal increase in Huh7, primary screen, miR-122 inhibitor project, cell-based, single point, plate reader. 0.3% of 340,000 active. activation (reporter increase), % at 12.5 µM. Huh7 miR-122 Renilla luciferase sensor, 48 h; neutral wells = 0, positive control = 100. AID 602342, 2012;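 active = mean replicate activation score at least 90 and every replicate individually at or above 90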;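 also: higher luciferase means less miR-122 activity so hits act as miR-122 inhibitors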
PGC1a acetyl inh: inhibitors of PGC1a acetylation signal, primary screen, cell-based, U2OS, AlphaScreen, inhibitor mode; AlphaScreen anti-acetyl-lysine; with virally co-expressed GCN5 acetyltransferase; inhibition, % at 15.6 µM; 0.17% of 350,000 active;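 active = every replicate shows inhibition of at least 40%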;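 also: 0% = neutral control wells and 100% = positive control wells; some results beyond the cut were filed as inactive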
CFTR F508del cor: F508del CFTR correction, initial screen, CFBE line, single point; CFBE cells, YFP halide quenching; stimulated with forskolin plus potentiator P3; % fluorescence drop versus neutral controls; 0.36% of 350,000 active; activity (quench increase), % at 7.58 µM;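 active = mean added fluorescence quench of at least 8% versus neutral control, with both replicates also reaching 8%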;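 also: cells transiently co-express mutant CFTR-F508del with the halide-sensitive YFP; corrector assay measuring rescue of mutant channel to the surface after 24 h compound exposure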
C2C12 statin: suppressors of statin myotoxicity in C2C12 myotubes, primary screen, cell-based, single point, plate reader; C2C12 myotubes + simvastatin, ATP luminescence, 48 h; scaled: DMSO 0, geranylgeraniol control 100; rescue of ATP level, % at 7.49 µM; 0.78% of 330,000 active;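 active = mean ATP rescue above about 67%, or every replicate alone reaching that limit, limit read from the data, passing the limit was not always enough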;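 also: myotubes were challenged with 10 µM simvastatin during compound exposure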
PglD inh: C. jejuni PglD acetyltransferase inhibitors, primary screen, biochemical, DTNB colorimetric, single point. 0.098% of 360,000 active. AID 602405, 2012. inhibition, % at 12.5 µM. purified PglD enzyme, DTNB colorimetric CoA detection; in the data active = inhibition above about 16%, passing the limit was not always enough; also: strong numbers were not always called active
Starred values were filed as active, the others as inactive; · = not tested or not shown; [ ] = remark or other dose.

Each structure is followed by: Cneo AK release | FN deposit inh | GSIS activator | miR122 inh | PGC1a acetyl inh | CFTR F508del cor | C2C12 statin | PglD inh
- S=c1[nH]nc(-c2cnccn2)n1-c1ccccc1
→ 2 | · | · | -8 | -11 | · | -10 | 6
- COc1ccc2oc(C(=O)N3CCN(C(c4ccccc4)c4ccccc4)CC3)c(C)c2c1
→ 7 | -3 | 9 | -5 | -18 | -1.1 | 30 | -4
- CC(=O)N1c2ccc(S(=O)(=O)NCc3ccco3)cc2CC1C (stereo unspecified)
→ -1 | 7 | -2 | 3 | 4 | -2.5 | 9 | 7
- CN(Cc1ccccc1F)C(=O)C1CCCN(C(=O)c2ccc(Cl)cc2)C1 (stereo unspecified)
→ -1 | 5 | -11 | 1 | 4 | -1.5 | -1 | -6
- CN1c2ccc(-c3cccc(F)c3)cc2[C@@H]2[C@@H](CCN2C(=O)c2ccc3c(c2)OCO3)[C@@H]1CO
→ -7 | -13 | -19 | 13[16.7 µM] | 4 | 3.9 | 25 | -1
- COc1ccccc1-n1cnc(N)c1C(C)=O
→ -2 | · | · | -2 | 4 | · | 3 | -25
- CCOC(=O)c1sc2nc(C)nc(NCc3cccnc3)c2c1C
→ · | 1 | -1 | · | 4 | -0.5 | · | ·
- N#Cc1ccccc1NC(=O)c1ccc(-c2ccccc2Cl)o1
→ -6 | · | · | -6 | 21 | · | · | -1
- CSc1cccc(NC(=S)N(CCC(C)C)C(C)c2ccncc2)c1 (stereo unspecified)
→ 2 | 5 | -19 | 3 | -12 | -0.9 | · | -6
- CC(=O)OC[C@@H]1CN(Cc2ccccc2)C[C@H](n2cnc3c(N4CCOCC4)ncnc32)O1
→ 1 | 0 | · | 2 | 13 | -2.4 | 2 | -3
- COCCCNC(=O)COc1ccc(S(=O)(=O)NCc2ccccc2)cc1Cl
→ -4 | · | 5 | 26 | -8 | · | · | 9
- COc1cc(OC)cc(C(=O)Nc2ccc(S(=O)(=O)Nc3ccccn3)cc2)c1
→ 5 | -1 | 3 | 19 | -1 | -0.5 | 14 | 2
- O=C(NCCc1c[nH]c2ccccc12)c1cc(Cl)c2c(c1)OCO2
→ 2 | 5 | 0 | -3 | 16 | 0.3 | 27 | -7
- CCOc1ccc2cc(S(=O)(=O)n3ccnc3C)ccc2c1
→ -2 | · | -4 | 20 | -14 | · | 11 | -4
- CCC(=O)Nc1ccc2c(c1)C(=O)N(C)C[C@H](OC)[C@H](C)CN(C(=O)COC)[C@H](C)CO2
→ 0 | 2 | 2 | · | 5 | 1.3 | 0 | 2
- Cc1ccc(S(=O)(=O)N2CCOCC2)cc1NC(=O)COC(=O)c1ccc(Cl)nc1
→ 0 | -1 | 4 | -9 | 4 | 10* | 3 | -4
- O=C(O)c1ccccc1C(=O)c1ccc2c(c1)N(Cc1cccc(F)c1)C(=O)CO2
→ · | -6 | -13 | -8 | -12 | 6.2 | 3 | ·
- O=C(NC1CCC1)[C@@H]1[C@@H](CO)[C@@H]2Cn3c(ccc(-c4ccncc4)c3=O)[C@H]1N2Cc1cocn1
→ -6 | -13 | 4 | -4[16.7 µM] | 2 | 0.8 | -199 | -2
- O=C(O)c1cccnc1SC1CC(=O)N(c2cccc(C(F)(F)F)c2)C1=O (stereo unspecified)
→ 0 | 1 | 2 | -8 | 3 | -3.2 | -4 | 3
- O=C(COn1nnc2ccccc21)N1CCN(Cc2ccccc2)CC1
→ · | 18 | 9 | · | -5 | -0.5 | · | ·
- COCCCN1C(=O)c2ccc(C(=O)Nc3ccccc3Cl)cc2C1=O
→ -2 | 5 | -9 | 3 | 0 | -2.2 | -1 | -1
- CCn1c(SCC(=O)OCc2ccccc2)nnc1-c1ccco1
→ -10 | · | -28 | -2 | -8 | 1.5 | 21 | -1
- CN1[C@H](C(=O)NCC2CCCCC2)[C@@H](CO)[C@@H]2Cn3c(ccc(-c4cccnc4)c3=O)[C@@H]21
→ -1 | · | 3 | · | · | · | -8 | -2
- Cc1ccccc1CNC(=O)CCC(=O)N1CCOc2ccc(Cl)cc21
→ 0 | 3 | -22 | -6 | 3 | -3.9 | 16 | 0
- Cc1ccc(C)c(N(CC(=O)NC2CCCC2)S(=O)(=O)c2ccccc2)c1
→ 0 | -4 | 13 | 31 | · | -0.7 | 7 | -2
- COC(=O)c1ccc(NC(=O)c2cc(Cl)ccc2OC)cc1
→ 1 | -4 | -4 | 3 | 5 | 4.5 | -3 | 2
- COc1ccc(CCNC(=O)CNS(=O)(=O)c2ccc(N(C)C)c([N+](=O)[O-])c2)cc1OC
→ -2 | 6 | -1 | -3 | -7 | 0.6 | -2 | 0
- CC(CCc1ccc(O)cc1)NC(c1ccccc1)c1ccc(Cl)cc1 (stereo unspecified)
→ -9 | -3 | 54 | 6 | -2 | -3.0 | 20 | -2
- CCOc1ccccc1C(=O)n1nc2nc(C)cc(C)c2c1N
→ 4 | · | -4 | 2 | -4 | · | · | -10
- O=C(NCCCN1CCN(c2cccc(Cl)c2)CC1)c1nc(-c2ccncc2)no1
→ 1 | 7 | · | -1 | -6 | · | -1 | -1

Three compounds drawn at random from those above:
Each structure is followed by: Cneo AK release | FN deposit inh | GSIS activator | miR122 inh | PGC1a acetyl inh | CFTR F508del cor | C2C12 statin | PglD inh
- COC(=O)c1ccc(NC(=O)c2cc(Cl)ccc2OC)cc1
→ 1 | -4 | -4 | 3 | 5 | 4.5 | -3 | 2
- Cc1ccccc1CNC(=O)CCC(=O)N1CCOc2ccc(Cl)cc21
→ 0 | 3 | -22 | -6 | 3 | -3.9 | 16 | 0
- COCCCN1C(=O)c2ccc(C(=O)Nc3ccccc3Cl)cc2C1=O
→ -2 | 5 | -9 | 3 | 0 | -2.2 | -1 | -1

Following part.
Each structure is followed by: Cneo AK release | FN deposit inh | GSIS activator | miR122 inh | PGC1a acetyl inh | CFTR F508del cor | C2C12 statin | PglD inh
- COc1cc2c(cc1OC)-c1cc3ccc4c(c3c[n+]1CC2)OCO4
→ 1 | -7 | · | -10 | 8 | 2.8 | -11 | -5
- COc1ccc(NS(=O)(=O)c2ccc(O)c([N+](=O)[O-])c2)cc1S(=O)(=O)N1CCCCC1
→ 1 | -4 | -8 | 13 | 0 | 1.7 | -5 | 3
- O=S(=O)(NCC(c1ccc2c(c1)OCO2)N1CCOCC1)c1ccc(Br)cc1 (stereo unspecified)
→ 0 | 0 | -13 | 12 | · | 0.7 | -5 | -3
- COc1ccc(NC(=O)/C(C#N)=C\c2ccc(-c3cccc(C(=O)O)c3C)o2)cc1
→ -10 | -5 | -2 | -11 | 20 | 1.1 | -3 | -16
- CCN1CCN(c2cc(C)c3cc(NC(=O)c4ccncc4)ccc3n2)CC1
→ 0 | 3 | · | -4 | 3 | 7.8 | -7 | -2
- CC(C)CC#Cc1cnc2c(c1)C(=O)N([C@H](C)CO)C[C@@H](C)[C@@H](CN(C)C(=O)c1cccc(F)c1)O2
→ -5 | -13 | -5 | 1[16.7 µM] | 8 | 1.8 | 7 | 14
- Cc1ccc(N(CCC#N)C(=O)COC(=O)c2nc3nc(C)cc(C)n3n2)cc1
→ 3 | · | 1 | 1 | · | 1.3 | 10 | -1
- O=C(N=Nc1c(O)n(Cc2ccccc2)c2ccccc12)c1ccc(O)cc1
→ 0 | 9 | 15 | -10 | -2 | · | · | -6
- CCOC(=O)N1CCC(NC(=O)Cn2cccc2C(=O)c2ccccc2)CC1
→ -1 | · | · | -1 | -4 | · | 4 | -15
- COc1ccc(C2/C=C\CN(C(=O)C3CCCCC3)CC(=O)N2Cc2ccc(F)cc2)cc1 (stereo unspecified)
→ 0 | -6 | -11 | -2 | -15 | 3.6 | -23 | 1
- Cc1ccc(S(=O)(=O)N/N=C/c2c[nH]c3ccccc23)cc1
→ -2 | 1 | -30 | 9 | 105* | -0.8 | 19 | -1
- Cc1cccn2c(CNCCc3ccco3)c(C(=O)N3CCOCC3)nc12
→ 4 | 0 | 8 | · | · | 0.8 | -7 | 1
- CO[C@@H]1CN(C)C(=O)c2cc(NS(C)(=O)=O)ccc2OC[C@H](C)N(CC2CCCCC2)C[C@H]1C
→ 1 | 7 | -4 | -5[16.7 µM] | -3 | 0.7 | 6 | -4
- O=c1[nH]c2ccc(NC(=S)NCc3ccccc3)cc2[nH]1
→ -1 | 5 | 25 | -2 | 6 | -2.6 | -8 | 1
- COc1ccc(CCNC(=O)Cn2nc(C)n3nc(-c4ccccc4)cc3c2=O)cc1OC
→ 7 | -6 | -5 | -2 | -3 | 2.5 | 2 | -5
- O=C(CCN1C(=O)[C@@H]2Cc3ccccc3CN2C1=O)NCc1ccc(Cl)cc1
→ 6 | -10 | -9 | -3 | -6 | 0.3 | 22 | 1
- Cc1cc(F)ccc1NS(=O)(=O)c1c(C(=O)N2CCOCC2)c(C)n(C)c1C
→ -1 | 22 | -10 | 11 | -3 | 0.9 | 6 | -3
- OC(c1ccc(F)c(F)c1)c1nc(-c2ccc(F)c(Cl)c2)cs1 (stereo unspecified)
→ 2 | -5 | · | 3 | -13 | 2.2 | 10 | 3
- COc1ccc(CC(=O)NCCS(=O)(=O)N2CCN(c3ccccc3OC)CC2)cc1
→ 0 | 6 | -24 | -10 | -4 | 1.6 | -4 | -3
- CCCn1c(=O)[nH]c(=O)c2c1nc(-c1cc([N+](=O)[O-])ccc1Cl)n2CCOC
→ 7 | 3 | 35 | · | · | 1.8 | 15 | -3
- O=C(Nc1ccc2c(c1)OCO2)C1CCN(Cc2cc3c(cc2O)OCO3)CC1
→ 0 | 5 | -2 | -9 | -13 | 3.3 | 8 | -1
- CCc1cccc(C)c1NC(=O)CN(C)Cc1ccc(Br)cc1
→ · | 6 | -7 | · | -7 | -1.5 | · | ·
- C[C@H]1CN([C@@H](C)CO)C(=O)c2cccc(NS(C)(=O)=O)c2O[C@H]1CN(C)Cc1ccc(-c2ccccc2)cc1
→ 41 | 2 | -3 | 2[16.7 µM] | 9 | -0.6 | 7 | 2
- NC(=S)Nc1ccc2cc[nH]c2c1
→ · | -4 | -1 | -7 | -3 | -3.1 | -20 | ·
- CCn1nc(CC(C)C)cc1C(=O)N1CCCC(Nc2ccc(OC)cc2)C1 (stereo unspecified)
→ 2 | -1 | -6 | -5 | 2 | 2.3 | 14 | 5
- COC(=O)c1ccccc1NC(=O)COC(=O)c1ccc(C)c(NC(=O)c2ccco2)c1
→ 7 | 4 | · | 16 | · | · | · | 0
- CCC(=O)NNc1ncnc2c1cnn2-c1cccc(C)c1
→ 0 | -7 | 12 | -1 | 7 | 1.4 | 7 | 2
- C[C@H](CO)N1C[C@H](C)[C@H](CN(C)S(=O)(=O)c2ccc(Cl)cc2)Oc2ccc(NC(=O)NC3CCCCC3)cc2C1=O
→ 60 | · | -29 | -8[16.7 µM] | -10 | 2.8 | -89 | 3
- C#CCn1c(=NC(=O)CSC(C)=O)sc2cc(F)ccc21
→ 0 | · | · | -3 | -25 | · | 5 | -2
- COc1ccccc1-c1cc2nc(-c3ccccc3)cc(N3CCN(C(=O)c4ccco4)CC3)n2n1
→ -1 | 2 | -4 | -11 | 6 | -1.3 | 3 | 1
